AID2073 = disruptors of CaV2.2 binding to Mint1 – biochemical, HTRF (AID 2073). HTRF protein-protein interaction, Mint1-CaV2.2; higher % means a stronger effect. inhibition, % at 20 µM; hits with a dose series show IC50 in µM. 0.19% of 290,000 active; in the data active means inhibition mostly above about 51%, no sharp cut-off; inconclusive means no clear call, values can overlap the other calls; inactive means mostly below about 53%; further: some results filed as inactive read as strong as hits
LYP phosphatase = inhibitors of LYP phosphatase, biochemical, fluorescence intensity, uHTS (AID 1779); recombinant LYP phosphatase, fluorescence intensity; higher % means a stronger effect; inhibition, % at 11.5 µM; hits with a dose series show IC50 in µM; 0.054% of 290,000 active;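 further: plate controls were vehicle with enzyme for no effect and no enzyme for full effect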
Dengue-2 NS5 capping = flavivirus cap methylation enzyme inhibition – biochemical, confirmation dose response, primary screen (AID 588689) | Dengue-2 NS5 methyltransferase capping enzyme assay, biochemical; higher % means a stronger effect | inhibition, % at 25 µM; hits with a dose series show IC50 in µM | 0.3% of 340,000 active; in the data active means a potency from the dose series; inconclusive means inhibition above about 29% without an active follow-up result
Myeloid diff MLP = compounds promoting myeloid differentiation | ER-HoxA9 myeloid progenitors, lysozyme-GFP differentiation, flow cytometry | calls only at 10 µM | 1% of 360,000 active;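 active means normalized GFP-positive differentiation at or above the plate's own cutoff, the solvent-only control mean plus 3 SD; inconclusive means no clear call, values can overlap the other calls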;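 further: cells exposed to compound for four days before flow analysis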
HIV fusion peptide = inhibitors of HIV fusion peptide binding, primary screen, biochemical, uHTS, fluorescence dequenching (AID 1986) | cell-free peptide binding, fluorescence dequenching, 30 min; higher % means a stronger effect | one-dose inhibition, % at 20 µM; IC50 in µM for titrated hits | 0.3% of 290,000 active; in the data active means inhibition mostly above about 52%, no sharp cut-off; inactive means mostly below about 76%; further: some results filed as inactive read as strong as hits
Hep lipid drop = modulators of hepatic lipid droplet formation; AML12 mouse hepatocytes, oleate lipid droplets, BODIPY imaging; inhibition, % at 6.5 µM; 0.4% of 240,000 active;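 active means lipid droplet intensity inhibited by at least 50%, with more than 500 cells counted; inconclusive means wells with under 300 cells, treated as cytotoxic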
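Material: mouse AML12 hepatocyte cell line, fixed after treatment; Timing: compound with oleate, overnight; Technique: high-content imaging of BODIPY-stained droplets and DAPI nuclei; Probe or stimulus: oleate, 100 µM final; Dosing: compound at 6.5 µM only.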
SIAH1 antagonists = blockers of Siah-1 interaction with plectin peptide – biochemical, fluorescence polarization, rhodamine-plectin, uHTS, primary screen (AID 1817); Siah-1 / rhodamine-plectin peptide fluorescence polarization; higher % means a stronger effect; 0.02% of 290,000 active; one-dose displacement, % at 20 µM; IC50 in µM for titrated hits;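 active means displacement of at least 50% at 20 µM, with a fluorescence ratio check between 0.3 and a set limit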;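 further: plate controls were Siah plus tracer with DMSO for no effect and tracer alone without Siah for full effect; strong numbers were not always called active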
HEK293 NOD2/NF-kB = NOD2 signaling inhibitors, cell-based, luminescence, uHTS, HEK293 (AID 1566). HEK293 NOD2/NF-kB luciferase reporter, luminescence; higher % means a stronger effect. inhibition, % at 4 µM, or EC50 in µM where a hit was titrated. 0.63% of 290,000 active; further: many of its hits are not listed in these tables
XIAP displacement = small molecules displacing peptide from XIAP – biochemical, IAP family, fluorescence polarization (AID 1018); XIAP BIR domain, fluorescence polarization peptide displacement; higher % means a stronger effect; displacement, % at 20 µM, or IC50 in µM where a hit was titrated; 0.007% of 200,000 active; in the data active means displacement above about 50%; further: a part of the inactive calls stands beside numbers as strong as those of hits
Hep lipid drop cells 6.5 µM = further read-out of Hep lipid drop, marked with its call; cell count; measured here: cell count, cytotoxicity flag;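 cells counted across two imaged fields per well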
Myeloid diff MLP GFP+ MAC1+ % = second read-out of Myeloid diff MLP, no call of its own (marks repeat the call); GFP+ MAC1+ double positive, %; measured here: differentiation confirmed by MAC1 staining
Starred values were filed as active, the others as inactive; i = inactive; ? = inconclusive; · = no result given; + = active, no number. Unless noted, no stated cut-off is given here; in the data, active means inhibition above about 50%; inactive means the rest. Some of the compounds tested; count on the stated rates, not on these rows.

SMILES | AID2073 | LYP phosphatase | Dengue-2 NS5 capping | Myeloid diff MLP | Myeloid diff MLP GFP+ MAC1+ % | HIV fusion peptide | Hep lipid drop | Hep lipid drop cells 6.5 µM | SIAH1 antagonists | HEK293 NOD2/NF-kB | XIAP displacement
CCN(C(=O)c1cc(S(=O)(=O)N2CCOCC2)cn1C)c1cccc(C)c1 | 2% | -11% | 1% | i | 1.9 | -0.4% | 0 | 789 | 2% | 5% | ·
N#Cc1ccc(-c2cccnc2)nc1SCC(=O)c1ccccc1 | 14% | -2% | -17% | + | 0.6* | 12% | 2 | 699 | -8% | -64% | ·
COc1cc2c(cc1OC)C(C)N(C(=O)C1=NN(c3cccc(C)c3)C(=O)CC1)CC2 (configuration not stated) | 5% | -10% | -15% | i | 0.0 | -0.4% | -29 | 680 | -2% | 24% | ·
CCOC(=O)Cc1nn(Cc2nc(-c3ccc(C)cc3)cs2)c(=O)c2ccccc12 | 4% | -4% | 8% | i | 1.0 | -0.4% | 4 | 699 | -6% | -28% | ·
COCCCN=CC1=C(O)CC(C)(C)CC1=O | 14% | 4% | 3% | i | 9.1 | 1.2% | · | · | 2% | 3% | -8.4%
CNC(=O)COC(=O)c1ccc2c(c1)NC(=O)C1CCCN21 (configuration not stated) | 9% | -9% | · | · | · | -0.8% | 14 | 747 | -5% | -8% | ·
Cc1cc(NC(=O)c2ccccc2Cl)c(C(C)C)cc1O | 15% | -6% | -2% | i | 2.0 | 0.7% | · | · | 3% | 9% | -2.5%
Nc1nc(SCc2ccc3c(c2)OCO3)n[nH]1 | 7% | 3% | -2% | i | 0.2 | 1.1% | 14 | 782 | 1% | -20% | 0.1%
COc1ccc(C(CC(=O)O)N2C(=O)CCC2=O)cc1 (configuration not stated) | 0% | -4% | -2% | i | 0.1 | -0.3% | 0 | 823 | 4% | 4% | ·
CCCCC(CC)COC1(c2ccccc2)OC(=O)c2ccccc21 (configuration not stated) | -3% | -3% | 2% | i | 0.9 | -4.7% | · | · | 0% | 23% | -8.2%
CCOC(=O)CNc1nc(Cl)nc(Nc2ccc(Cl)cc2)n1 | 24% | -2% | -10% | i | 0.3 | 0.0% | 20 | 718 | -3% | -39% | ·
CCOC(=O)c1csc(COc2ccccc2Cl)n1 | -2% | -5% | -3% | i | 0.8 | 0.1% | -30 | 729 | 3% | 3% | ·
CCOc1ccc(NC2=NC(C(=O)NCc3ccccc3)CC(=O)N2)cc1 (configuration not stated) | -3% | -1% | -4% | i | 0.5 | -0.3% | · | · | 4% | 10% | -1.7%
O=C(O)COc1ccccc1/C=C1\SC(=S)N(/N=C/c2ccccc2O)C1=O | -2% | 3% | 11% | i | 0.1 | 36% | 4 | 627 | -12% | 12% | -12%
CCCS(=O)(=O)NCCc1cc2ccc(OC)cc2[nH]c1=O | 13% | 6% | -5% | i | 5.3 | 0.0% | -13 | 648 | 1% | -7% | -2.4%
CC(CCc1ccccc1)NC(=O)c1ccccc1 (configuration not stated) | 3% | 0% | -1% | i | 0.8 | -0.5% | -8 | 777 | -2% | -6% | -17%
CCn1c2ccccc2c2cc(C3C(C#N)=C(N)Oc4n[nH]c(COC)c43)ccc21 (configuration not stated) | 23% | -2% | 5% | i | 1.0 | 9.1% | 0 | 784 | -5% | -17% | 2.2%
C1CCCCCC2(CCCCC1)OCC(CN1CCOCC1)O2 (configuration not stated) | -16% | 1% | 1% | i | 0.6 | -0.5% | 1 | 691 | 10% | -1% | 8.7%
COc1cc(C(=O)Oc2cccc(C(=S)N3CCOCC3)c2)cc(OC)c1OC | -9% | 3% | 4% | i | 1.3 | -0.7% | -20 | 788 | 1% | 4% | ·
COCCn1nnnc1C(C(C)C)N(Cc1ccccc1)Cc1cc2cc(OC)ccc2[nH]c1=O (configuration not stated) | 6% | 2% | 3% | i | 0.7 | -1.4% | -12 | 746 | 0% | -12% | ·
CC(C)c1ccc(/C=C2\C(=N)N3N=C(CC(=O)N4CCCCC4)SC3=NC2=O)cc1 | 10% | -3% | -10% | i | 0.5 | 5.4% | -4 | 704 | 0% | 12% | ·
Cc1ccc(C(=O)N/C(=C\c2cccc([N+](=O)[O-])c2)C(=O)OCN2C(=O)c3ccccc3C2=O)cc1 | ? | 11% | -6% | i | 1.1 | 1.2% | 1 | 681 | 8% | 6% | -7.1%
COC(=O)c1[nH]c2cccc(OC)c2c1NC(=O)CN1CC(C)OC(C)C1 (configuration not stated) | 17% | -4% | -10% | i | 2.2 | 3.4% | 10 | 812 | 0% | 17% | -6.5%
CC1(C)Cc2c(sc3ncn4nc(CCC(=O)O)c(=O)nc4c23)CO1 | 10% | -4% | 5% | i | 0.3 | -3.6% | · | · | -2% | 0% | 4.8%
Cc1ccc(S(=O)(=O)N2CCCCC2C(=O)N2CCN(Cc3ccccc3)CC2)cc1 (configuration not stated) | 0% | -13% | 6% | i | 1.4 | -2.3% | · | · | 4% | -8% | -1.6%
COC(=O)c1ccc(-n2c(C)cc(-c3csc(NC(=O)c4ccc(S(=O)(=O)N(C)C)cc4)n3)c2C)cc1 | 59% | 7% | -6% | i | 1.2 | 38% | 7 | 681 | 19% | 29% | -7.7%
Brc1ccccc1OCCOCCOc1cccc2cccnc12 | 9% | -1% | -1% | i | 0.7 | -2.4% | -4 | 710 | 6% | 9% | 1.5%
C#CCOCCOCCOCCNc1nc(N2CCN(C(=O)[C@H](CCC(=O)O)n3cc(C(N)CC(C)C)nn3)CC2)nc(N2CCN(C(=O)[C@H](CCC(=O)O)n3cc(C(N)CC(C)C)nn3)CC2)n1 (some centres not stated) | 22% | -12% | 5% | i | 1.1 | 1.3% | -3 | 603 | 5% | 13% | -4.0%
CCOC(=O)C(C)Oc1cccc2c(=O)n(CC(=O)NCc3ccc(F)cc3)ccc12 (configuration not stated) | 16% | -6% | -4% | i | 0.0 | -1.5% | -1 | 591 | 8% | -14% | ·
O=C(COc1ncnc2ccccc12)Nc1cccc([N+](=O)[O-])c1 | 9% | -4% | -10% | i | 0.2 | 0.9% | -26 | 519 | 3% | 12% | -6.2%
O=C(CSc1nc(O)c(Cc2ccccc2)c(=O)n1-c1ccccc1)N1CCOCC1 | 21% | -5% | -1% | i | 0.9 | 0.2% | -7 | 827 | 1% | -2% | -4.5%
CCN(CC)c1ccc(/C=C2/C(=O)ON=C2C)cc1 | 16% | 1% | -145% | i | 0.1 | 100%* | -18 | 678 | 3% | -6% | -0.7%
CCCCOc1ccc(NC(=O)CN2CCN(CC)CC2)cc1 | -3% | -12% | · | i | 0.0 | 1.4% | -25 | 818 | 7% | -14% | ·
CCOc1ccc(NC(=O)C2CCC(CNc3c(N4CCC(C)CC4)c(=O)c3=O)CC2)cc1 (configuration not stated) | 11% | 0% | -8% | i | 0.4 | -1.2% | -19 | 692 | 12% | 3% | ·
COc1ccc(/C=N/NC(=O)c2ccco2)cc1Cn1nc(C)c([N+](=O)[O-])c1C | 18% | 8% | -3% | i | 1.2 | 0.3% | 5 | 717 | 23% | 17% | 1.7%
Cc1ccc(NC(=O)CC2CCCC2)c(Br)c1 | 5% | -11% | -5% | i | 0.7 | -1.0% | 9 | 791 | 17% | -8% | ·
COc1ccc(NC(=O)N2CCCc3cccc(C)c32)cc1 | -1% | -10% | -2% | i | 0.8 | -0.1% | -6 | 718 | -3% | 10% | ·
Cc1cc(C)c(C)c(OCC(=O)N2CCOCC2)c1 | 10% | -8% | 3% | i | 0.8 | 0.2% | 7 | 753 | -4% | -16% | -1.5%
S=C(Nc1ccc(Br)cc1)NC1CCCC1 | -16% | 3% | 3% | i | 0.5 | 0.5% | -1 | 625 | 1% | -44% | 0.5%
Cc1noc(C)c1COC(=O)[C@@H](NC(=O)c1ccccc1)C(C)C | -8% | -4% | -2% | i | 0.6 | 0.5% | -2 | 698 | -5% | -11% | -6.7%
Cc1ccc(C2(C(F)(F)F)NC(=O)N3CCCN=C3S2)cc1 (configuration not stated) | 2% | 2% | 1% | i | 1.7 | -0.3% | · | · | 1% | -10% | -0.7%
O=C(Nc1ccc(Cl)cc1)c1ccc(-n2cccn2)c([N+](=O)[O-])c1 | -12% | 7% | -5% | i | 2.2 | 5.6% | 4 | 667 | -3% | -6% | -6.6%
O=C(O)c1ccc(CN2C(=O)c3ccc(Oc4ccc([N+](=O)[O-])cc4)cc3C2=O)cc1 | -7% | -6% | 13% | i | 0.7 | 1.8% | -6 | 827 | 4% | 9% | ·
Cc1nc(N2CCC(C)CC2)c2oc3ccccc3c2n1 | 3% | -4% | -6% | i | 0.6 | 1.0% | 16 | 812 | 8% | 7% | -46%
CN(C(=O)COC(=O)c1ccc(Cl)cc1N)C1CCS(=O)(=O)C1 (configuration not stated) | 1% | -8% | 3% | i | 1.0 | 0.0% | 10 | 807 | 2% | -1% | -2.5%
CC(C)(Oc1ccc(CCNC(=O)c2ccc(-c3ccccc3)o2)cc1)C(=O)O | 7% | -8% | 1% | i | 0.4 | 4.0% | -8 | 552 | 11% | 14% | -4.0%
Cn1ncc([N+](=O)[O-])c1C(=O)Nc1ccc(-c2ccccc2)cc1 | 10% | -9% | -5% | i | 0.6 | -1.1% | 14 | 859 | -2% | · | ·
COc1ccc(C2=COc3ccccc3C(=O)N2)cc1 | 0% | -1% | -2% | i | 0.5 | 0.5% | 15 | 713 | 5% | -14% | -0.7%
Cc1cc(C)cc(OCc2nnc(SCC(=O)N3CCN(c4ccccc4)CC3)o2)c1 | 0% | -7% | 3% | i | 0.4 | -3.7% | -7 | 754 | -3% | -8% | -4.2%
CN(C)CCN(C(=O)c1ccc2c(c1)CCCC2)c1nc2cc3c(cc2s1)OCCO3 | -4% | -6% | 5% | ? | · | -0.8% | 5 | 687 | -6% | 2% | ·

Shown with tabs: entries from further up.
structure	AID2073	LYP phosphatase	Dengue-2 NS5 capping	Myeloid diff MLP	Myeloid diff MLP GFP+ MAC1+ %	HIV fusion peptide	Hep lipid drop	Hep lipid drop cells 6.5 µM	SIAH1 antagonists	HEK293 NOD2/NF-kB	XIAP displacement
CC(C)(Oc1ccc(CCNC(=O)c2ccc(-c3ccccc3)o2)cc1)C(=O)O	7%	-8%	1%	i	0.4	4.0%	-8	552	11%	14%	-4.0%
Cn1ncc([N+](=O)[O-])c1C(=O)Nc1ccc(-c2ccccc2)cc1	10%	-9%	-5%	i	0.6	-1.1%	14	859	-2%	·	·
COc1ccc(C2=COc3ccccc3C(=O)N2)cc1	0%	-1%	-2%	i	0.5	0.5%	15	713	5%	-14%	-0.7%
Cc1cc(C)cc(OCc2nnc(SCC(=O)N3CCN(c4ccccc4)CC3)o2)c1	0%	-7%	3%	i	0.4	-3.7%	-7	754	-3%	-8%	-4.2%

Screening results deposited in PubChem BioAssay by several laboratories.
